Assay outcomes: PubChem, National Center for Advancing Translational Sciences (NCATS)
A-T KAP1 phos: potential ataxia-telangiectasia treatment; Potency, µM (series often up to 57.5 µM), for the others: at the highest dose activation, hits mostly activators; […] A-T fibroblasts, KAP-1 phosphorylation AlphaLISA; neocarzinostatin DNA damage 30 min before lysis; 0.19% of 320,000 active; note: potency is the fitted concentration of half-maximal effect; % of control where 0% means no effect; nearly all actives have a fitted effect of over 45% in size
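hTERT-immortalized A-T patient fibroblasts ([…]), 500 cells/well in OPTI-MEM, 1% FBS, got compounds for 60 min, then NCS for 30 min at 37C. Lysates were then assayed for phospho-KAP-1 by AlphaLISA (anti-pKAP1 donor, anti-KAP1 acceptor beads), 6 hr at 25C.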
Chronic BCR inh: inhibitors of chronic active B-cell receptor signaling; Potency, µM (highest dose often 46.1 µM), inactives show at the top dose ratio change, negative = lower green/red ratio, actives largely listed as inhibitors; ABC-DLBCL IkBa-CBG/CBR reporter, luminescence ratio, 4 h; 0.05% of 340,000 active; AID 493014; active = well fitted inhibition curve with a large enough effect in the signal ratio, with a control signal flat, not every such curve was filed as active; inconclusive = small, poorly fitted or top-dose-only effect, or effect the other way, or a change in a side signal; the % refers to the signal ratio;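 note: potency is the fitted concentration of half-maximal effect; plate controls were basal doxycycline-induced cells for no effect and cells given 10 µM MG132 for full effect; MG132 reads +100%, hits lower the ratio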
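Compounds up to 46 uM were incubated four hours with TMD8 cells whose green CBG68 luciferase is fused to IkappaBalpha; red CBR luminescence normalised the signal, and concentration-effect curves were fitted to fusion, red and ratio data.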
KCNH2 WT inh: inhibitors of human wildtype KCNH2 potassium channel. 0.37% of 340,000 active. U2OS, BacMam KCNH2, thallium flux FluxOr; active compounds read low. activity change, % at 1.84 µM. Q12809. AID 720551;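 active = maximum activity change below -70%; inconclusive = maximum activity change between -70% and -50%; inactive = maximum activity change above -50%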; note: % is set by controls: 0 for no effect and ±100 for the full control effect
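U2OS cells were transduced with wild-type KCNH2 virus (2.03 x 10^8 / mL) for 4 h at room temperature, then cultured overnight at 37 C. Thallium flux was read with FluxOr dye. Rate constants were normalized to DMSO controls.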
MLL CXXC-DNA inh: blocks binding of human MLL CXXC domain to DNA | Q03164 | MLL-CXXC / FITC-HOXA9 DNA fluorescence polarization | Potency, µM (highest dose often 115 µM), without a hit: at the top dose activity change, negative = inhibition, most hits filed as inhibitors | 0.037% of 290,000 active; active = well fitted inhibition curve with a large enough effect in the polarisation, with a control signal flat, not every such curve was filed as active; inconclusive = small, poorly fitted or top-dose-only effect, or effect the other way, or a change in a side signal; inactive = no such curve, though single readings can be large or run the other way; the % refers to the polarisation; note: potency is the fitted concentration of half-maximal effect
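Fluorescence polarization: 7 uM MLL-CXXC (stock) preincubated 5 min with compounds, then 50 nM fluorescein-HOX-A9 DNA (stock) added; 30 min ambient. Buffer 50 mM Tris-HCl pH 7.5, 50 mM NaCl, 1 mM DTT, 0.05% BSA.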
TCR activator: T cell receptor activation; Potency, µM (highest dose often 9.22 µM), without a hit: at the top dose activation of IL-2 secretion, hits mostly activators; primary human leukocytes, anti-CD3, IL-2 HTRF, 48 h; 330,000 tested, under 10 active; note: % of control where 0% means no effect
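Readout: HTRF IL-2, Eu-cryptate/d2 antibody pair, 320nm excitation, 665nm emission. Stimulus: a-CD3 beads, no co-stimulation. Cells: primary human leukocytes. Exposure: 48 hr with compound.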
FBPA coupling cs: counter-screen for Giardia aldolase inhibitors: coupling enzyme system; 0.67% of 290,000 active; activity change, negative = inhibition, % at 58.2 µM, hits read low; coupling enzyme system counterscreen, AmpLite Red fluorescence; in the data active = activity change below about -30%; note: % is set by controls: 0 for no effect and ±100 for the full control effect
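Coupling enzymes only (glyceraldehyde-3-phosphate) + compound, at 57.5 uM final, 10 min RT; add substrate/coupling/AmpLite Red mix, 20 min RT; fluorescence ex 525/em 598 nm. Actives flag coupling-system interference.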
GALK inh: galactokinase (human) inhibition. Purified GALK, Kinase-Glo residual ATP luminescence. Potency, µM (series often up to 57.5 µM), for the others: at the top dose activity change, negative = inhibition, usual class: inhibitors. 0.007% of 270,000 active. AID 1868; note: potency is the fitted concentration of half-maximal effect; % is set by controls: 0 for no effect and ±100 for the full control effect
Target sequence (P51570 whole entry, looked up): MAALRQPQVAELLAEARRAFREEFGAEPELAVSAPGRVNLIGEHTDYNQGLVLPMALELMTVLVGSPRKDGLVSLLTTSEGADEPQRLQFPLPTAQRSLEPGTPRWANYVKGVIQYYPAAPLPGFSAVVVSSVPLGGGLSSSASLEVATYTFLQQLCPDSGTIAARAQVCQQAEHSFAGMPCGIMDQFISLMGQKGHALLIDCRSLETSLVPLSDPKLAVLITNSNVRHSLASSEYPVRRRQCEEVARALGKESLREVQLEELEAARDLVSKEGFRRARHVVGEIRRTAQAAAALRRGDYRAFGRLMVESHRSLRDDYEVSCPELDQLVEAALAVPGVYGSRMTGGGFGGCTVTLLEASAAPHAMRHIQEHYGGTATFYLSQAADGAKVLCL
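Quantitative HTS: GALK 5 nM, ATP 35 uM, galactose 100 uM, 1 h room temperature, then luciferase-based ATP detection.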
Tb PFK block: T. brucei PFK enzyme inhibition; T. brucei PFK, ADP-Glo luminescence; Potency, µM (highest dose often 57.5 µM), without a hit: top-dose activity, negative = inhibition, hits mostly inhibitors; 0.17% of 330,000 active;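 note: potency is the fitted concentration of half-maximal effect; 0% = uninhibited 1x PFK enzyme wells and -100% = no-enzyme wells; nearly all actives have a fitted effect of over 60% in size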
Target sequence (O15648 whole entry, looked up): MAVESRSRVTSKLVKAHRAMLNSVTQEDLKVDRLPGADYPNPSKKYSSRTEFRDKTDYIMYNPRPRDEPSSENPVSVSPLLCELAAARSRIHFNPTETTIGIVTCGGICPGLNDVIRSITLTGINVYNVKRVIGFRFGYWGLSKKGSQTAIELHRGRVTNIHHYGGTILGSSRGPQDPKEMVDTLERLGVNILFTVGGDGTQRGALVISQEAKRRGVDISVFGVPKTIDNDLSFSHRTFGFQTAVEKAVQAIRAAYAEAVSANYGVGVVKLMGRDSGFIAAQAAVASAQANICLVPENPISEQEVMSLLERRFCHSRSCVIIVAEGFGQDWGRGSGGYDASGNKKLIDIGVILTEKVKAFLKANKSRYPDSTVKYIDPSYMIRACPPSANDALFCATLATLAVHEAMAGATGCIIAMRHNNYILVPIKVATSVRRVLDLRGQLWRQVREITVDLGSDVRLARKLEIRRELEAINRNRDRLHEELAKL
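Activity is normalized to no-enzyme wells (full inhibition) and 1.25 nM enzyme wells (no inhibition). Reaction: 0.5 mM F6P, 0.1 mM ATP, 45 min RT, ADP-Glo luminescence; concentration-response curves fitted and classed by quality.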
TSHR antagonist: human thyrotropin receptor antagonism | P16473 | TSHR-expressing cells, TSH-stimulated cAMP HTRF, 2 h; active compounds read low | activity change, negative = inhibition, % at 11.5 µM | 0.2% of 330,000 active | AID 504810;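 active = activity change below a set negative limit, meaning inhibition stronger than a set level, cut at about -70% in these data; inconclusive = activity change between two set negative limits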; note: % is set by controls: 0 for no effect and ±100 for the full control effect
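Competitive HTRF cAMP read-out (cryptate anti-cAMP antibody, cAMP-d2; 30 min, room temperature) in freshly harvested TSHR cells. Compounds added before TSH at EC80 (4nM final), followed by 2 hours' incubation at 37 deg C.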
Giardia killer: kills Giardia lamblia; 0.15% of 340,000 active; activity change, % at 7.66 µM, hits read low; Giardia lamblia trophozoite viability; AID 540267; in the data active = activity change below about -80%; inconclusive = between about -30% and that limit;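 note: parasites exposed to compound for two days anaerobically before the ATP read; % is set by controls: 0 for no effect and ±100 for the full control effect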
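Trophozoite viability was measured as ATP-dependent luminescence, read 15-30 min after reagent addition. Before that, parasites at 100 cells/well were exposed to compounds for 48 h, anaerobically, at 37 deg C.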
An asterisk follows results filed as active; ? = inconclusive; nt = no result given; [ ] = another dose, or the depositor's remark. Unless noted, calls come from the whole dose curve; as a rule, active = well fitted curve in the direction sought with a large enough effect; inconclusive = small, poorly fitted or top-dose-only effect, or another doubt; inactive = no such curve, though single readings can be large; an effect the other way counts as inactive or inconclusive.

The line under a structure holds: A-T KAP1 phos	Tb PFK block	Giardia killer	Chronic BCR inh	FBPA coupling cs	KCNH2 WT inh	GALK inh	TCR activator	MLL CXXC-DNA inh	TSHR antagonist
Cn1c(=O)[nH]c(=O)c2c1nc(N1CCOCC1)n2CCc1ccccc1
  1%	7%	-1	2%	1	-7	-2%	4%	-19%	0
Cc1cccc(OCCCCCN2CCOCC2)c1
  8%	0%	-2	3%	0	13	-2%	nt	-12%	-3
CS(=O)(=O)N1CCC(C(=O)Nc2ccc(C(F)(F)F)cc2)CC1
  1%	1%	-4	3%	0	-1	-1%	5%	2%	-5
Cc1nc(N2CCN(Cc3ccccc3)CC2)[nH]c(=O)c1C
  -9%	-2%	2	-1%	-4	-1	0%	-1%	1%	20
Cc1ccc(NC(=O)c2ccc3ccccc3n2)cc1S(=O)(=O)N(C)C
  0%	-1%	0	1%	-2	-6	-1%	-7%	-12%	-9
O=C(CSc1nccc(-c2cccs2)n1)Nc1cccc(Cl)c1
  11%	3%	-6	0%	0	-2	-4%	-4%	-2%	1
N#Cc1ccc(-c2ccco2)nc1SCC(=O)c1ccc(Cl)cc1
  -2%	14%	0	?	1	-13	2%	1%	38%[activator]	-13
Cc1ccc2nc3c(cc(C(=O)NCCN4CCOCC4)c(=N)n3CCCN3CCOCC3)c(=O)n2c1
  6%	-1%	9	-1%	-1	5	-1%	-2%	6%	3
CCN(Cc1ccccc1)C(=O)CS(=O)(=O)c1ccccc1
  0%	-1%	-3	1%	3	-5	9%	8%	-5%	6
CC1(C)SC(=S)N(NC(=O)Nc2cccc3ccccc23)C1N(O)C(=O)Nc1ccccc1 (stereo not drawn)
  0%	6%	?	?	-2	1	2%	1%[46.1 µM]	16%	-10
CCCCN(c1ccc(C(=O)OC)cc1)S(=O)(=O)c1ccccc1
  17%	-3%	11	3%	0	4	-3%	6%	-1%	23
O=C(c1nc2ccccn2c1CNCCCn1ncc2ccccc21)N1CCOCC1
  6%	0%	32[activator]	13%	1	-2	4%	2%	-8%	0
COc1ccc(CCNC(=O)c2cccc(Br)c2)cc1OC
  6%	1%	-16	?	-1	-4	0%	-7%	1%	-3
Nc1ccc(Cl)cc1C(=O)OCC(=O)NC1CCS(=O)(=O)C1 (stereo not drawn)
  2%	1%	-1	?	0	-6	0%	-8%	27%	8
CC(C)OCCCNC(=O)Cc1ccc(F)cc1
  -4%	-1%	2	-1%	0	-2	2%	6%	-7%	5
Cc1ccc(C)c(OCC(O)CN2CCC(C)CC2)c1C (stereo not drawn)
  3%	1%	16	-6%	1	1	3%	-2%	4%	-6
Cc1[nH]c2ccccc2c1C(c1ccncc1)N1CCN(c2ccc(F)cc2)CC1 (stereo not drawn)
  1%	0%	-4	?	0	5	-1%	-8%[46.1 µM]	-5%	-16
O=C(CCNC(=O)c1ccc([N+](=O)[O-])cc1)Nc1ccc(Cl)c(S(=O)(=O)N2CCOCC2)c1
  -6%	19%	-22	-3%	nt	8	nt	-4%	nt	-7
COc1ccc(CCNC(=O)c2cnc(Cl)c(Cl)c2)cc1
  4%	-10%	2	?	-1	-2	-2%	1%	4%	-17
C=CCc1cccc(CNc2ccc(Br)cc2)c1O
  18%	-1%	8	?	-15	nt	0%	-6%	8%	-8
O=[N+]([O-])C(/C=C(\Cl)[N+](=O)[O-])=C1N(Cc2ccc(Cl)nc2)CCN1Cc1ccc(Cl)nc1
  14%	14%	-9	-2%	-4	7	-6%	4%	8%	25
Cc1cnc(C(=O)OCC(=O)c2ccc(Cl)cc2)cn1
  -2%	2%	17	1%	6	-15	-3%	1%	?	-5
COCCNC(=O)c1ccc2c3n(nc2c1)-c1ccc(Cl)cc1CO3
  10%	0%	-20	?	5	-2	-3%	1%	-7%	2
CCc1cc2c(=O)nc3n(c2s1)Cc1ccccc1/C3=C(/O)c1cccc([N+](=O)[O-])c1
  3%	-3%	-28	16%	2	7	-2%	-1%	6%	4
CN(C)CC1CCCCC1OC(=O)c1ccc(Cl)cc1Cl (stereo not drawn)
  -8%	8%	-2	-21%	2	24	0%	-3%[46.1 µM]	5%	-1
COc1ccccc1NS(=O)(=O)c1ccc2c(c1)CCN2C(=O)CCC(=O)O
  5%	5%	-4	2%	0	-18	-5%	2%	-17%	-25
O=C(CC(Sc1ccc(Br)cc1)C(=O)O)c1ccc(F)cc1 (stereo not drawn)
  -16%	14%	37[activator]	?	11	1	4%	4%	1%	-5
CC(=O)c1cccc(NC(=O)C(NC(C)C)c2ccccc2)c1 (stereo not drawn)
  1%	4%	-16	28%	1	-1	6%	5%	15%	4
CCOC(=O)C1CCN(S(=O)(=O)c2cccc(-c3cn4cc(C)ccc4n3)c2)CC1
  7%	0%	-20	7%	-2	-15	-4%	1%	4%	-22
CCN(CC)c1ccc(C=Nc2cc(C)cc(C)c2)c(O)c1
  4%	-7%	1	?	2	6	nt	-2%[46.1 µM]	3%	44
COc1ccc(COC(=O)c2cccc(S(=O)(=O)N3CCN(C(C)=O)CC3)c2)cc1
  -5%	7%	-2	-1%	nt	34	nt	-27%	nt	-19
COc1ccc(/C=C(\C#N)C(=O)Nc2ccccn2)cc1
  0%	14%	-24	?	2	-1	-6%	-2%	-5%	19
CCOC(=O)c1cccc(NC(=O)CSc2nc3cccnc3n2C)c1
  -3%	-1%	-3	?	3	18	0%	1%	-1%	-26
O=C(Cc1cccs1)NCc1cccs1
  8%	0%	-9	0%	-1	17	4%	nt	11%	-3
CCN1c2ccccc2-c2nc3ccccc3n2C1c1cccs1 (stereo not drawn)
  ?	1%	11	?	-5	0	-3%	4%[46.1 µM]	1%	-6
COC(=O)C1=C(C)N(c2cc(C)cc(C)c2)/C(=C/c2ccc(O)cc2)C1=O
  6%	-4%	23	?	1	10	-2%	-3%	14%	-14
COC(=O)c1ccc(NC(=O)C(=O)N2CCN(C(=S)Nc3cccc(OC)c3)CC2)cc1
  1%	-1%	5	1%	0	0	1%	2%[46.1 µM]	0%	-3
C(=N\n1cncn1)/c1ccc(N2CCOCC2)cc1
  -4%	0%	-7	-7%	2	0	-1%	21%	-4%	-4
CCN(CCn1cccn1)C(=O)c1cc(COc2ccccc2SC)on1
  -2%	1%	-24	1%	nt	-2	-2%	-1%	5%	-7
CCCCn1nc2cc(C(=O)NCC3CC3)ccc2c1OCC
  5%	0%	14	?	-1	4	-2%	-1%	1%	2
Cc1sc(NC(=O)c2ccccc2)c(C(=O)c2ccccc2)c1C
  -1%	-15%	9	?	0	-4	2%	-3%[46.1 µM]	4%	-27
Cc1nn(-c2ccccc2Cl)c(Cl)c1/C=C(\C#N)C(N)=O
  -13%	2%	-11	?	3	-10	0%	3%[46.1 µM]	-2%	-5
O=C(COC(=O)CNC(=O)c1ccc(Cl)cc1)Nc1cccc(S(=O)(=O)N2CCCC2)c1
  6%	2%	-4	1%	9	13	-3%	-3%	37%[activator]	-3
Cc1ccc2c(Cl)c(C(=O)N/N=C/c3cccn3C)sc2c1
  -5%	-4%	-19	-10%	3	-4	-1%	3%[46.1 µM]	-1%	12
CC(C(=O)N1CCCC1)N1CCN(S(=O)(=O)c2ccc(OC(F)(F)F)cc2)CC1 (stereo not drawn)
  -20%	8%	7	9%	nt	-12	nt	-7%	nt	10
Cc1ccccc1-c1nc(CS(=O)(=O)CC(=O)NCCCN2CCCC2=O)c(C)o1
  -1%	-7%	1	3%	0	2	-1%	5%[46.1 µM]	-8%	3
COc1ccc(-c2noc(C3CCCN(C(=O)c4cccc(C)c4)C3)n2)cc1 (stereo not drawn)
  7%	2%	-16	-3%	0	-3	-6%	7%	0%	11
O=C(CCC(=O)Nc1ccccc1)N/N=C/C=C/c1ccccc1
  -1%	-1%	2	5%	6	2	nt	1%[46.1 µM]	16%	4
O=C(CC12CC3CC(CC(C3)C1)C2)Nc1ccccc1N1CCOCC1
  -3%	-2%	-6	?	-1	-10	-1%	-8%	-6%	-6
CCc1ccccc1NC(=O)Nc1cccs1
  3%	-1%	3	-24%	-3	31	0%	4%	-5%	-11

Further results follow:
The line under a structure holds: A-T KAP1 phos	Tb PFK block	Giardia killer	Chronic BCR inh	FBPA coupling cs	KCNH2 WT inh	GALK inh	TCR activator	MLL CXXC-DNA inh	TSHR antagonist
CC1(C)C2CCC1(C)C(OC(=O)CC(=O)O)C2 (stereo not drawn)
  8%	3%	3	1%	-3	13	0%	-2%	-6%	-6
O=C1NC(=S)N/C1=C/c1cccnc1
  -3%	1%	18	4%	0	1	-1%	11%	2%	-9
COc1cccc(NC(=O)CCN2C(=O)c3cccc([N+](=O)[O-])c3C2=O)c1
  -5%	6%	11	?	3	1	-4%	-25%	4%	-9
O=C1NC2(CCCCO2)CO1 (stereo not drawn)
  -11%	2%	4	?	1	-7	nt	11%	1%	8
